# High-throughput results from PubChem BioAssay.
# CRFR2-BP antag – antagonists of CRF-BP/CRF-R2 complex, primary screen, cell-based, HEK293, calcium dye fluorescence, uHTS. CRF-induced calcium fluorescence. inhibition, % at 11.8 µM. 350,000 compounds, 0.59% hits. AID 588475, 2011;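 active means inhibition of the ligand-induced calcium signal above about 50% at the single tested concentration, limit read from the data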
# IDE cell activ – human IDE activators in live cells, primary screen, fluorescence polarization, HEK cells, FAbeta-B substrate. activation, % at 5.96 µM. 340,000 compounds, 0.073% hits. Insulin-degrading enzyme (Homo sapiens), P14735. FAbeta-B cleavage; 0% vehicle, 100% cell-free pure enzyme wells;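 active means activation above the mean of all tested compounds plus 3 SD, set per screening campaign, cut at about 17% in these data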
# pCIP destab – p/CIP-EGFP fusion destabilizers, primary screen, fluorescence, F442A cells | 290,000 compounds, 0.01% hits | 16 h | decrease of EGFP signal, % at 10 µM;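 active means EGFP signal decrease of at least 30% at 10 µM or well 3 SD below plate mean, unless failing retest; inactive means the rest, including hits failing retest or dose response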; further: some compounds called inactive have numbers as strong as hits; many of its hits are not listed in these tables
# CRFBP-R2 agonist – agonists of CRF-BP/CRF-R2 complex, primary screen, cell-based, HEK293, calcium dye fluorescence, uHTS; CRF-binding protein / CRF receptor 2 complex (human); calcium dye fluorescence (FLIPR); percent of saturating CRF peptide response; activation, % at 13.2 µM; 350,000 compounds, 0.46% hits;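 active means activation of at least 50%, plus an integration ratio under a set limit after plate pattern correction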;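 further: plate controls were neutral control wells without compound for no effect and CRF at EC100 for full effect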
# MEKK3 PB1 HTS – modulators of MEKK3-MEK5 PB1 binding, primary screen, biochemical, wildtype MEKK3, multiplex bead flow cytometry, Alexa488-MEK5; 290,000 compounds, 1.4% hits; binding response (% of control), % at 10 µM; bead-based flow cytometry, Alexa488-MEK5 binding to MEKK3; actives lie on both sides; 0 = blocked by unlabeled MEK5, 100 = vehicle;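 active means binding response more than 3 SD above or below the average of its plate-row segment, actives on both sides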;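 further: Alexa488 bead fluorescence after subtracting the streptavidin-only scavenger bead signal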
# Target sequence (Q99759 whole entry, looked up): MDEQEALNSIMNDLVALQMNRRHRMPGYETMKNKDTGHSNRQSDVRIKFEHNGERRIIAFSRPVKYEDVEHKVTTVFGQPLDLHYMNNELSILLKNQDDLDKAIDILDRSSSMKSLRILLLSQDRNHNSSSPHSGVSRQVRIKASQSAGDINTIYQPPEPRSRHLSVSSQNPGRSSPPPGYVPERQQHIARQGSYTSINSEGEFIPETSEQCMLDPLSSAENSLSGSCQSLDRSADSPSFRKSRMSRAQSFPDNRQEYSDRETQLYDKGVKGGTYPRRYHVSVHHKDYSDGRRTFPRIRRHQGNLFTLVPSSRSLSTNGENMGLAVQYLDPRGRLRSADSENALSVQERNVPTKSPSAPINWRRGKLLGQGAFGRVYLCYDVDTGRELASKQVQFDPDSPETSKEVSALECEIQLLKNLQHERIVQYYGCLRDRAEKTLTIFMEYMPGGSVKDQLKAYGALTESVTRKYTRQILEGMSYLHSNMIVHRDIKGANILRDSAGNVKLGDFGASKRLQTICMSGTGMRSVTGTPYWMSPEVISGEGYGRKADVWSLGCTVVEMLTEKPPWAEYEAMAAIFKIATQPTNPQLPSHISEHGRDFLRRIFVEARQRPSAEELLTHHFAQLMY
# GalR3 antagonist – GalR3 antagonists in HEK293 cells, primary screen, cell-based, fluorescence readout | HEK293 GalR3-CNG cAMP membrane potential fluorescence; galR3 body fused to GalR1 C-terminus | inhibition, % at 3 µM | 360,000 compounds, 0.44% hits;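 active means inhibition above the screen-wide average plus 3 SD, cut at about 13% in these data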;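 further: forskolin and galanin both at EC90 stimulate the cells; cAMP rise reported by CNG channel membrane potential dye signal; 0% = forskolin plus galanin with DMSO and 100% = forskolin alone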
# PHOSPHO1 block – PubChem AID 1565. inhibition, % at 13.3 µM. recombinant PHOSPHO1, absorbance phosphatase assay. 290,000 compounds, 1.1% hits; in the data active means inhibition above about 60%
# Target sequence (Q8TCT1 whole entry, looked up): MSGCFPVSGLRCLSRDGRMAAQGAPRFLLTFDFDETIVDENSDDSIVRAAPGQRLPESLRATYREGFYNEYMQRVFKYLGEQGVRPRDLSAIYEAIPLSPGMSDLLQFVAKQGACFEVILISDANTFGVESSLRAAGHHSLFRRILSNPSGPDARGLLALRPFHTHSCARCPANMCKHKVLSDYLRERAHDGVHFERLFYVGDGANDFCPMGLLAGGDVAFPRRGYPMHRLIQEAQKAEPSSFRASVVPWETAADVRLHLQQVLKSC
# CHRM4 PAM – human M4 muscarinic receptor positive allosteric modulators, primary screen, CHO-K1 cells, Fluo-8 calcium fluorescence | activation, % at 3 µM | CHO-K1 hM4/Gqi5, ACh EC20; 0% = ACh EC20, 100% = maximal ACh | 360,000 compounds, 0.4% hits;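 active means activation above its plate's cutoff, the mean activation of sample wells plus 3 SD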; further: some results filed as inactive read as strong as hits
# IDE cell inh – human IDE inhibitors in live cells, primary screen, fluorescence polarization, HEK cells, FAbetaB substrate; FAbetaB cleavage; inhibition, % at 5.59 µM; Insulin-degrading enzyme (Homo sapiens), P14735; AID 434962, 2010; 320,000 compounds, 0.41% hits;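 active means percent inhibition above the average of all tested compounds plus 3 SD, set per screening campaign, cut at about 16% in these data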;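 further: IDE supplied by intact live HEK cells; FP after avidin binding of uncleaved biotin substrate so inhibition keeps polarization high; 0% = DMSO wells and 100% = 60 µM reference IDE inhibitor Ii1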
# Starred values were filed as active, the others as inactive; · = not tested or not shown.
compound,CRFR2-BP antag,IDE cell activ,pCIP destab,CRFBP-R2 agonist,MEKK3 PB1 HTS,GalR3 antagonist,PHOSPHO1 block,CHRM4 PAM,IDE cell inh
C=CCN1C(=O)c2ccc(C(=O)N(CCC)CC(=O)Nc3ccccc3C)cc2C1=O,7,0,·,-1.0,·,-4,·,4,6
COc1ccc(C(=O)c2c[nH]cc2-c2ccccc2)cc1,-16,-1,-11,1.5,105,-1,-3,0,-3
CCCCCCC(=O)Nc1nc(C)c(-c2csc(Nc3cc(OC)ccc3OC)n2)s1,-18,-1,6,-0.5,100,-6,77*,-7,-3
O=C(O)C1C2CC2CN1C(=O)c1ccc(Cl)cc1 (configuration not stated),11,·,-8,-0.1,104,-1,42,9,6
O=C(OCCNc1nc(-c2ccccc2)nc2ccccc12)c1ccncc1,-19,1,1,2.8,146*,-5,33,-12,-2
COc1ccc(-n2cnnc2SCC(=O)Nc2ccccc2F)cc1,2,2,6,-1.3,98,-7,42,5,-2
Clc1ccc2c(NNc3ccccc3Cl)ccnc2c1,-15,4,-8,-1.1,99,-4,23,5,1
O=C1CS/C(=N/N=C2CCCC2)N1,-3,0,9,0.0,102,-1,-15,5,1
C[C@H]1CN([C@@H](C)CO)C(=O)c2cc(Br)cnc2O[C@H]1CN(C)S(=O)(=O)c1cccs1,3,·,·,4.8,·,-8,·,5,·
O=C(OCCN=C1NS(=O)(=O)c2ccccc21)c1cccc([N+](=O)[O-])c1,2,6,6,-1.9,99,-9,13,-3,1
CCN(CC)S(=O)(=O)c1ccc(O)c(NC(=O)c2ccc(N3CCOCC3)c([N+](=O)[O-])c2)c1,-10,0,-8,-3.1,92,23*,22,8,-1
COC(=O)C1CCCN1S(=O)(=O)c1ccc([N+](=O)[O-])cc1 (configuration not stated),13,1,0,-1.4,102,-4,-2,-5,6
COc1ccc(N(CC(=O)NC2CCCCC2)C(=O)c2snc(C(N)=O)c2N)cc1,-7,0,-18,0.5,100,-6,19,2,2
COc1ccccc1N(CC(=O)N/N=C/c1ccc(OCC(=O)NCc2ccco2)cc1)S(=O)(=O)c1ccc(C)cc1,7,-3,-1,0.7,109,·,17,-4,1
COc1c(C)cc(C(=O)C2CCCN(Cc3cnc(N4CCOCC4)s3)C2)cc1C (configuration not stated),-41,-7,0,-2.0,99,-7,10,1,-4
Cc1ccc(SCCNC(=S)Nc2cc(C)ccc2C)cc1,9,-1,0,-0.6,100,0,11,-9,3
Cc1nn(CC(=O)Nc2cc(S(=O)(=O)N(C)C)ccc2Cl)c(C)c1[N+](=O)[O-],10,4,-27,-1.6,94,-2,0,3,0
CCOC(=O)c1cc(-c2ccccc2)nn1CC1CC(c2cccnc2)=NO1 (configuration not stated),1,3,·,-1.2,101,-4,·,5,2
CN(C)c1nnc(-c2ccc(Cl)cc2)o1,-11,6,0,-0.8,98,-3,36,2,3
Cn1nc(C(=O)N2CCN(S(=O)(=O)c3ccccc3)CC2)c2ccccc2c1=O,-24,-2,8,-1.4,101,2,11,4,-1
COc1ccc(NC(=O)NC(C)c2ccc3c(c2)OCO3)c(OC)c1 (configuration not stated),63*,-5,4,-3.9,102,1,24,5,2
CCC(C)[C@H]1CNCCN1CCC12CC3CC(CC(C3)C1)C2 (some centres not stated),-9,5,·,1.2,·,-3,·,7,2
CC(=O)Nc1ccc(C(=O)COC(=O)Cc2ccsc2)c(F)c1,4,-3,·,-3.8,·,-5,·,2,3
CCOC(=O)C1Sc2ccccc2NC1=O (configuration not stated),-18,4,2,-1.1,107,-9,-3,-3,1
COc1cc(CN/C(C)=C(\C#N)C(N)=O)cc(OC)c1OC,4,2,-4,0.9,105,-1,11,-9,-3

# 2 neighbouring records already listed, quoted:
compound,CRFR2-BP antag,IDE cell activ,pCIP destab,CRFBP-R2 agonist,MEKK3 PB1 HTS,GalR3 antagonist,PHOSPHO1 block,CHRM4 PAM,IDE cell inh
C=CCN1C(=O)c2ccc(C(=O)N(CCC)CC(=O)Nc3ccccc3C)cc2C1=O,7,0,·,-1.0,·,-4,·,4,6
COc1ccc(C(=O)c2c[nH]cc2-c2ccccc2)cc1,-16,-1,-11,1.5,105,-1,-3,0,-3

# Going on with the list:
compound,CRFR2-BP antag,IDE cell activ,pCIP destab,CRFBP-R2 agonist,MEKK3 PB1 HTS,GalR3 antagonist,PHOSPHO1 block,CHRM4 PAM,IDE cell inh
COC(=O)C1=C(C)NC(=O)NC1c1ccc(OCC(=O)N2CCCCC2)cc1 (configuration not stated),12,0,-5,-0.8,101,-1,15,0,0
CC1CCCN(c2ccc3nc4ccccc4c(=O)n3n2)C1 (configuration not stated),7,4,-3,-1.3,106,-7,-2,-8,-1
COc1cccc(CN(C(=O)c2ccco2)C2CCS(=O)(=O)C2)c1 (configuration not stated),3,6,-3,0.6,99,2,53,5,1
Cc1cccc(C)c1NCc1n[nH]c(=S)n1-c1ccccc1,-9,2,-5,-0.1,127,-5,-47,-4,4
Cc1cccc(OCC(=O)Nc2ccccc2N2CCCCC2)c1,-55,2,-3,0.3,97,-6,-2,16,9
Cc1cc(C)cc(-n2nnnc2SCC(=O)Nc2cccc(NC(=O)c3ccco3)c2)c1,19,2,-6,-1.1,104,-2,18,-7,-1
CC(C)c1ccc(CSc2ccc(S(=O)(=O)N3CCOCC3)cn2)cc1,-5,1,·,-0.7,·,-6,·,9,3
CCCNC(=S)NNC(=O)c1cc(C2CC2)nc2ccccc12,-3,3,-1,-1.0,107,-1,14,-2,-1
O=C(CCNS(=O)(=O)c1ccccc1)NNC(=O)C1COc2ccccc2O1 (configuration not stated),5,4,·,1.4,·,-3,·,1,-7
Nc1nc(N2CCOCC2)n[nH]1,-127,3,16,3.4,86,2,8,12,·
O=c1oc(CCCO)cc2ccc(C#Cc3ccsc3)cc12,5,4,·,-0.7,·,2,·,5,7
COc1ccc(NC2CCCN(C(=O)c3cccs3)C2)cc1 (configuration not stated),2,10,-2,-1.6,106,-6,44,3,0
Cc1ccc2cc(C)c(NCCO)nc2c1,-12,2,5,0.8,77,1,6,11,2
CCn1c(=O)[nH]c2ccccc2c1=O,-13,5,-4,0.6,115,0,4,-8,-5
CN(Cc1ccccc1)C(=O)c1nc[nH]c1C(=O)N1CCN(c2ccccc2)CC1,3,4,·,-0.8,·,-4,·,-1,5
CC(=O)NC(=S)Nc1ccc(N2CCOCC2)c(S(=O)(=O)Nc2cc(Cl)ccc2Cl)c1,-3,0,-12,-0.4,100,-4,-107,0,4
Cc1ccc(S(=O)(=O)NN=C2CCN(Cc3ccccc3)CC2)cc1,-7,0,-12,1.8,91,-5,4,1,6
COc1ccc(Cl)cc1C(=O)NC(=S)Nc1nc(C)cc(C)n1,-7,3,·,-2.8,·,-1,·,6,-2
CCOC(=O)c1sc(NC(=O)/C=C/c2cnn(C)c2C)c(C(=O)OC(C)C)c1C,-14,5,7,-1.4,97,-3,3,10,-6
CN1CCN(C(=O)c2ccc(COc3cc(Cl)ccc3Cl)o2)CC1,-8,1,6,0.7,105,-9,19,-8,6
CCc1ccc(NC(=O)COC(=O)CCCC2=NS(=O)(=O)c3ccccc3N2)cc1,-14,-2,17,2.4,84,-7,-1,-1,3
CCOC(=O)C(=O)N1CCC(Cc2ccccc2)CC1,31,7,-4,-3.2,103,-7,8,-5,-5
CN(C)/C=N/c1cc(=O)n(C)c(=O)n1Cc1ccccc1,2,-5,-3,-0.6,99,-2,-18,-1,-2
O=S(=O)(c1ccc(F)cc1)N1CCCC1,18,5,-13,0.4,105,-2,-18,-3,2
COCc1c(C(=O)OCC(=O)N2c3ccccc3NC(=O)C2(C)C)oc2ccccc12,-16,6,-6,-0.9,81,-3,12,-10,·
O=C(Nc1ccon1)c1nc[nH]c1C(=O)N1CCc2ccccc2C1,-5,-6,·,-1.5,·,-6,·,1,0
COc1ccc(CNC(=O)c2cnccn2)cc1,2,-3,-4,-0.2,100,-1,20,-6,-3
O=C(CNc1n[nH]c(=O)[nH]c1=O)N/N=C/C1CC=CCC1 (configuration not stated),-7,2,-2,4.3,103,-2,24,3,1
O=C(Nc1ccc(C(=O)N2CCCCC2)cc1)c1ccccc1,1,1,·,-0.5,·,-2,·,1,·
Cc1[nH]c2ccccc2c1C(C[N+](=O)[O-])c1cccs1 (configuration not stated),-1,2,4,1.7,106,-4,-6,4,2
CCOC(=O)c1cnc(-c2ccccc2)nc1Oc1ccc(C)cc1,2,0,-12,0.3,106,2,42,3,-3
O=C(CSc1nnnn1-c1ccc(Cl)cc1)N1CCNC1=O,0,0,·,-1.5,·,-2,·,9,-3
CCOC(=O)C1=C(COC(=O)c2ccc([N+](=O)[O-])o2)NC(=O)NC1C (configuration not stated),7,5,·,0.1,·,-4,·,19,-3
O=C(O)[C@H](Cc1ccccc1)NC(=O)N1CCN(c2ccc(F)cc2)CC1,-9,1,2,0.4,106,2,36,-10,3
O=C(NCc1nnc(SCC(=O)N2CCN(c3ccccc3)CC2)o1)c1ccccc1,-7,1,4,1.1,102,-3,38,-1,1
O=Cc1cn(CC(=O)N2CCCc3ccccc32)c2ccccc12,-1,7,14,2.7,107,-5,4,4,1
N=c1n(CCc2ccccc2)c2ccccc2n1Cc1ccccc1F,-41,3,-3,-0.3,107,-4,-14,-9,5
C/C(=N\NC(=O)C1CC1(c1ccccc1)c1ccccc1)c1cccc([N+](=O)[O-])c1 (configuration not stated),-34,4,5,5.6,102,-1,-7,12,2
COc1ccc(/C=C/c2nc3ccccc3c(=O)o2)cc1,-4,-4,7,3.7,97,-3,48,2,2
Cc1ccc(S(=O)(=O)N2CCN(Cc3cc(C(C)C)ccc3O)CC2)cc1,-11,7,0,-0.7,100,-2,-8,-6,4
Cc1nc2cc(C(F)(F)F)ccc2n1CCNc1nc(-c2cc(Cl)c(N)c(Cl)c2)cs1,1,-1,-2,1.5,104,-5,20,9,7
O=C(C[n+]1cn(C(F)F)c2ccccc21)c1ccc(Br)cc1,-2,-5,2,7.0,88,-2,-108,8,1
Cc1cc(C(=O)O)cc(S(=O)(=O)Nc2ccccc2C(=O)NC(C)c2ccccc2)c1C (configuration not stated),-9,7,13,-0.5,100,0,29,-6,5
CC1CCC(NC(=O)C2CCC(CNS(=O)(=O)c3cccc4cccnc34)CC2)CC1 (configuration not stated),-8,4,-10,-0.8,106,0,42,-4,-15
OCc1nc2c(ccc3ccccc32)[nH]1,8,-3,1,-0.7,101,-3,14,-3,-4
CN(C)c1ccc(/C=N/NC(=O)c2cccc(C(=O)N/N=C/c3ccc(N(C)C)cc3)n2)cc1,7,1,-3,44,99,-1,-3,-2,5
Cc1cc(C)c(S(C)(=O)=O)c(N(C)NC(=O)c2c(F)cccc2F)n1,-13,-3,6,-0.8,112,-2,53,-2,4
Cc1ccc(-n2nnnc2SCC(=O)c2cc(C)n(-c3cc(C)on3)c2C)cc1,-9,-1,-3,0.2,107,·,-65,-2,-6

# The order is random; any-hit rate near 4.2%.
